STK33 inh – blocks human STK33 kinase activity. AID 2661. 320,000 tested, 0.073% active. purified STK33, MBP phosphorylation, ADP-Glo luminescence. inhibition, % at 10 µM. Q9BYT3;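 active = inhibition at or above 25%, using the most active replicate where run in duplicate; inactive = inhibition below 25%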
Target sequence (Q9BYT3 whole entry, looked up): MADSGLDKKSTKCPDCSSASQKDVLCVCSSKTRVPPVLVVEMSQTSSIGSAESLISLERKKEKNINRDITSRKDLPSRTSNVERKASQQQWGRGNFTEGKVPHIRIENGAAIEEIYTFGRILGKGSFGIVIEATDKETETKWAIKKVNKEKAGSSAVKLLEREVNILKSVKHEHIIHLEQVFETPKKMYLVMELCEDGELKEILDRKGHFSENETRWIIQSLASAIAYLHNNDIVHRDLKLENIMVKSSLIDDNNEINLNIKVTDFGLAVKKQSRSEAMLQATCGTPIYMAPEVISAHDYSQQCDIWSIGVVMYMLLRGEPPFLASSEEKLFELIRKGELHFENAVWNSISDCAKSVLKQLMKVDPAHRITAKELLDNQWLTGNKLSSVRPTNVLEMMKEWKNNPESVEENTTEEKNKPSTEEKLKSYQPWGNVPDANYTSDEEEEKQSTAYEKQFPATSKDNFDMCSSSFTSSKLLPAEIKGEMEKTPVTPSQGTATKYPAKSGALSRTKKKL
OX1R FRET antag – OX1R (human) antagonism. O43613. inhibition, % at 6.6 µM. AID 485270. 330,000 tested, 1.8% active. OX1R-expressing cells, FRET antagonist read-out; in the data active = inhibition mostly above about 38%, no sharp cut-off; inactive = mostly below about 40%;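 note: 0% = agonist challenge alone and 100% = reference antagonist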
Target sequence (O43613 whole entry, looked up): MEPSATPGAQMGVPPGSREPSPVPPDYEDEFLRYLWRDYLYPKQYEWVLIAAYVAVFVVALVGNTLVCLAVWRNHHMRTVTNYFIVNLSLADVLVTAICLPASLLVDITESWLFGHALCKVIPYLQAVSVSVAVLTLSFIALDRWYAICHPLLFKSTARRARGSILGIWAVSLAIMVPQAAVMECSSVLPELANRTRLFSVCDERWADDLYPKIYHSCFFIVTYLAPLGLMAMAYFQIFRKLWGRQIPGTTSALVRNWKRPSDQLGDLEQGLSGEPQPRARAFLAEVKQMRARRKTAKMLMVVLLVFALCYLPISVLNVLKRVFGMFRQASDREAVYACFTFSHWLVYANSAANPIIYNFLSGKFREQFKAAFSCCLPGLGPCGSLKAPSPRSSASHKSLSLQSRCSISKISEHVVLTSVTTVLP
Numbers without * were called inactive.

How did O=C(CN1CCN(c2ccccc2O)CC1)NNC(=O)c1ccc(Cl)cc1 do in these assays?
STK33 inh: -1.3; OX1R FRET antag: 6.9

What do the screens show for `Cc1ccc(Cn2c(C(=O)O)cc3sccc32)cc1`?
STK33 inh: -0.5; OX1R FRET antag: 4.1

What do the screens show for `COc1ccc(/C(=N\O)c2ncc(C(F)(F)F)cc2Cl)cc1`?
STK33 inh: 0.3; OX1R FRET antag: 17.2

What do the screens show for `COC(=O)[C@@]1(C)[C@H]2C(=O)N(C)C(=O)[C@H]2[C@H]2CN=C(SC)N21`?
OX1R FRET antag: 3.2

Results for O=C(N/N=C/c1cc([N+](=O)[O-])ccc1O)C1CC1 ?
STK33 inh: -3.0; OX1R FRET antag: 16.2

How did COc1ccc(-c2cc(CCCC(=O)NCCc3cc(OC)ccc3OC)no2)cc1 do in these assays?
STK33 inh: 0.6; OX1R FRET antag: 26.8

How did CCOc1cc(C(=O)NC(=S)Nc2cccnc2)cc(OCC)c1OCC do in these assays?
STK33 inh: -0.7; OX1R FRET antag: 19.2

Results for O=C(CSc1n[nH]c(-c2ccccc2F)n1)Nc1cc(F)ccc1F ?
STK33 inh: -0.1; OX1R FRET antag: 15.2

Results for CCN(CC)CCCNC(=O)CNC(=S)N(CCCN1CCOCC1)Cc1cccs1 ?
STK33 inh: -0.5; OX1R FRET antag: 18.7

How did O=C(NCCCN1CCOCC1)c1cc(-c2cccc(Br)c2)nc2ccccc12 do in these assays?
STK33 inh: 0.2; OX1R FRET antag: 9.0

What do the screens show for `COc1ccccc1CCc1nnc(CCC(=O)N(C)Cc2ccncc2C)o1`?
STK33 inh: -1.0; OX1R FRET antag: 6.3

What do the screens show for `COc1cccc(NC(=O)Cn2c3ccc(F)cc3c3nc4n(c(=O)c32)CCCS4)c1`?
STK33 inh: -0.7; OX1R FRET antag: 42.0

Results for Cc1ncc(CN2CCN(CCC(C)C)C(CCO)C2)s1 (stereo not drawn) ?
STK33 inh: -0.4; OX1R FRET antag: 10.5

What do the screens show for `COc1cccc(CC(=O)N(CCC2=CCCCC2)c2c(N)n(Cc3ccccc3)c(=O)[nH]c2=O)c1`?
OX1R FRET antag: 3.5

How did Cc1cc(C)c2nc(NC(=O)CN3C(=O)NC4(CCCC4)C3=O)sc2c1 do in these assays?
OX1R FRET antag: 68.5*

How did CC1CCN(C(=O)CN(Cc2ccc(F)cc2)S(C)(=O)=O)CC1 do in these assays?
STK33 inh: -17.3

How did Cc1ccc(C(=O)OCC(=O)NNC(=O)c2ccccc2)c(O)c1 do in these assays?
STK33 inh: 0.0; OX1R FRET antag: 23.5

Results for CCN(CCNC(=O)C1CCN(S(=O)(=O)c2cccc3cccnc23)CC1)c1ccccc1 ?
STK33 inh: -0.7; OX1R FRET antag: 19.5

What do the screens show for `C[C@@H]1CC[C@H]2C(=O)N3[C@@H](CC[C@@H](C)[C@@H]3c3ccc(Br)cc3)C(=O)N2[C@H]1c1ccc(Br)cc1`?
STK33 inh: -1.1; OX1R FRET antag: 9.4

Results for CSc1nc2c(c(=O)[nH]1)C(c1cccs1)C1=C(CCCC1=O)N2 (stereo not drawn) ?
STK33 inh: -3.3; OX1R FRET antag: 8.9

Results for Cc1nc2nc(-c3cccs3)cn2nc1C ?
STK33 inh: -1.0; OX1R FRET antag: 19.4

Results for COc1ccc(-c2ccc3c(c2)S(=O)(=O)c2cccc(C(=O)NC4CCCC4)c2C3=O)cc1OC ?
STK33 inh: -2.6; OX1R FRET antag: 4.5

Results for COc1ccccc1NS(=O)(=O)c1cccc(C(=O)N2CCN(C(=O)c3ccco3)CC2)c1 ?
STK33 inh: -0.2; OX1R FRET antag: 1.6

What do the screens show for `COc1ccc(/C=C2\SC(=S)N(CCCC(=O)N3CCN(C)CC3)C2=O)cc1`?
STK33 inh: 2.1; OX1R FRET antag: 6.6

How did Cc1ccccc1-c1nnc(SCCC(=O)N2CCOCC2)o1 do in these assays?
STK33 inh: 0.8; OX1R FRET antag: 4.5

How did C=C[C@@H]1c2c(F)cccc2N(S(=O)(=O)c2ccc(C)cc2)[C@H](c2ccc(OC(C)=O)cc2)C1(C#N)C#N do in these assays?
STK33 inh: -1.2; OX1R FRET antag: 8.7

Results for Cc1ccc(C)n1CCN1CCN(C(=O)c2ccco2)CC1 ?
STK33 inh: 6.5; OX1R FRET antag: 23.0

Results for O=C1NC[C@@H](Cc2cccc3ccccc23)N(CC2CCCCC2)C1=O ?
STK33 inh: -1.8; OX1R FRET antag: 33.2

Results for C(=C\c1nc(-c2cccnc2)no1)/c1ccccc1 ?
STK33 inh: -2.9; OX1R FRET antag: 22.3

Results for COc1ccc(NC(=O)C2CCCN(c3nn4c(=O)cc(C)nc4s3)C2)cc1 (stereo not drawn) ?
STK33 inh: -0.4; OX1R FRET antag: 11.6

What do the screens show for `S=C(NCC1CCCO1)N1CCN(c2cccc(Cl)c2)CC1` (stereo not drawn)?
STK33 inh: 0.4; OX1R FRET antag: 11.6

Results for Cc1ccc(-n2ncc3c(Nc4c(C)n(C)n(-c5ccccc5)c4=O)ncnc32)c(C)c1 ?
STK33 inh: 0.2; OX1R FRET antag: -9.7

Results for COc1cc(-c2nnc(SCC(=O)O)n2-c2ccccc2)cc(OC)c1OC ?
STK33 inh: -0.7; OX1R FRET antag: 6.2

What do the screens show for `Cc1cc(OCc2ccc(C(=O)n3cccn3)o2)ccc1Cl`?
STK33 inh: -1.3; OX1R FRET antag: 23.1

How did N#C/C(=C\c1c(Cl)cccc1Cl)c1nc2ccccc2o1 do in these assays?
STK33 inh: 0.0; OX1R FRET antag: 32.6

How did Cc1cc(=O)n(C(C)(C)C)c(=O)n1Cc1ccccc1 do in these assays?
STK33 inh: -0.3; OX1R FRET antag: 0.4

Molecules above that have a furan ring, fused or not, in the order listed:
Results for COc1ccccc1NS(=O)(=O)c1cccc(C(=O)N2CCN(C(=O)c3ccco3)CC2)c1 ?
STK33 inh: -0.2; OX1R FRET antag: 1.6

Results for Cc1ccc(C)n1CCN1CCN(C(=O)c2ccco2)CC1 ?
STK33 inh: 6.5; OX1R FRET antag: 23.0

What do the screens show for `Cc1cc(OCc2ccc(C(=O)n3cccn3)o2)ccc1Cl`?
STK33 inh: -1.3; OX1R FRET antag: 23.1

(cont.)
Results for CN(CC1CCOCC1)C(=O)CC1C(=O)NCCN1CC1CCCCC1 (stereo not drawn) ?
STK33 inh: -0.7; OX1R FRET antag: 12.5

How did O=C(c1cccc([N+](=O)[O-])c1)N1CCCC(C(=O)N2CCCCC2)C1 (stereo not drawn) do in these assays?
STK33 inh: -1.1; OX1R FRET antag: 24.7

How did O=C(CSc1nc2ccccc2n1CCc1ccccc1)N1CCOCC1 do in these assays?
STK33 inh: -0.5; OX1R FRET antag: 5.0

Results for O=C(O)c1ccc(S(=O)(=O)N2CCCCCC2)cc1 ?
STK33 inh: 1.5; OX1R FRET antag: 13.7

What do the screens show for `COc1ccc(NC(=O)Cn2c(=O)cnc3ccccc32)cc1S(=O)(=O)N1CCCCC1`?
STK33 inh: -0.6; OX1R FRET antag: 11.4

What do the screens show for `O=C(CC1(O)C(=O)Nc2ccccc21)c1ccccc1` (stereo not drawn)?
STK33 inh: 0.2; OX1R FRET antag: 9.8

How did O=C(CN1CCN(c2ccccn2)CC1)Nc1ccc(OCc2ccccc2)cc1 do in these assays?
STK33 inh: -0.7; OX1R FRET antag: 21.9

What do the screens show for `NC(N)=Nc1nc(CCN2C(=O)c3ccccc3C2=O)cs1`?
STK33 inh: 0.1; OX1R FRET antag: 11.8

What do the screens show for `CS(=O)(=O)NN1C(=O)c2ccccc2NC1c1cccc(O)c1` (stereo not drawn)?
STK33 inh: 1.7; OX1R FRET antag: 19.3

What do the screens show for `Cc1ccc(C)c(C(=O)COC(=O)c2ccc(Br)o2)c1`?
STK33 inh: -1.4; OX1R FRET antag: 19.9

What do the screens show for `CCOc1ccc(NC(=O)CCN2CCCCC2)cc1`?
STK33 inh: 0.8; OX1R FRET antag: 2.4

How did CCS(=O)(=O)N1CCC(C(=O)NCCCN2CCCC2)CC1 do in these assays?
STK33 inh: 0.0; OX1R FRET antag: 20.9

4 consecutive compounds out of the list so far, quoted:
What do the screens show for `O=C(CC1(O)C(=O)Nc2ccccc21)c1ccccc1` (stereo not drawn)?
STK33 inh: 0.2; OX1R FRET antag: 9.8

How did O=C(CN1CCN(c2ccccn2)CC1)Nc1ccc(OCc2ccccc2)cc1 do in these assays?
STK33 inh: -0.7; OX1R FRET antag: 21.9

What do the screens show for `NC(N)=Nc1nc(CCN2C(=O)c3ccccc3C2=O)cs1`?
STK33 inh: 0.1; OX1R FRET antag: 11.8

What do the screens show for `CS(=O)(=O)NN1C(=O)c2ccccc2NC1c1cccc(O)c1` (stereo not drawn)?
STK33 inh: 1.7; OX1R FRET antag: 19.3

The main list resumes, starting 2 compounds before the break.
What do the screens show for `CCOc1ccc(NC(=O)CCN2CCCCC2)cc1`?
STK33 inh: 0.8; OX1R FRET antag: 2.4

How did CCS(=O)(=O)N1CCC(C(=O)NCCCN2CCCC2)CC1 do in these assays?
STK33 inh: 0.0; OX1R FRET antag: 20.9

Results for CC(C)(C)NC(=O)C1Cc2ccccc2CN1S(=O)(=O)c1ccc(F)cc1 (stereo not drawn) ?
STK33 inh: -0.7; OX1R FRET antag: 37.3

Results for CCCCn1c(N)c(N(CC(C)C)C(=O)C2CCN(S(=O)(=O)c3ccc(OCC)cc3)CC2)c(=O)[nH]c1=O ?
STK33 inh: 9.6; OX1R FRET antag: 23.2

Results for Cc1ccc(C)c(N2CCN(c3ccc4cc(S(=O)(=O)N5CCCCC5)ccc4n3)CC2)c1 ?
STK33 inh: 0.4; OX1R FRET antag: 11.4

What do the screens show for `COc1cc(C(=O)Nc2ccc(O)cc2C(=O)O)ccc1OC(C)=O`?
STK33 inh: -1.3; OX1R FRET antag: 5.2

How did COC(=O)[C@H](CCSC)NC(=O)NCc1ccccc1F do in these assays?
STK33 inh: -1.9; OX1R FRET antag: 1.7

What do the screens show for `N#CC1=C(N)NC(SCC(=O)Nc2ccccc2)=C(C#N)C12CCCC2`?
STK33 inh: -2.7; OX1R FRET antag: 14.4

How did COc1cc(CCC(C)NCc2ccccc2)ccc1O (stereo not drawn) do in these assays?
STK33 inh: -0.9; OX1R FRET antag: -6.5

How did O=C(O)CCNC1C=CS(=O)(=O)C1 (stereo not drawn) do in these assays?
STK33 inh: 0.7; OX1R FRET antag: 14.8

How did O=S(=O)(c1cccc(F)c1)N1CCCN(c2ccc(C(F)(F)F)cn2)CC1 do in these assays?
STK33 inh: -0.6; OX1R FRET antag: 24.1

What do the screens show for `CCn1c(SCC(=O)Nc2nc(C)c(C(=O)OC)s2)nnc1C(C)C`?
STK33 inh: -0.7; OX1R FRET antag: 34.1

How did CCCCCOc1ccc(N2C(=O)C(C)CNC2=S)cc1 (stereo not drawn) do in these assays?
STK33 inh: -0.9; OX1R FRET antag: -1.3

How did CCN(CC)C(=O)C1CCN(CC2CC=CCC2)CC1 (stereo not drawn) do in these assays?
STK33 inh: -0.3; OX1R FRET antag: 8.4

Results for COc1cccc(C(=O)Cn2c(NCCCO)nc3ccccc32)c1 ?
STK33 inh: -1.3; OX1R FRET antag: 12.2

What do the screens show for `CC(NC(=O)c1ccc(N)cc1)c1ccccc1` (stereo not drawn)?
STK33 inh: 1.8; OX1R FRET antag: -4.5

What do the screens show for `CC(C)C(=O)Nc1ccc(NC(=O)c2cccc3c(Br)cccc23)cc1`?
STK33 inh: -1.9

How did COc1cc(C(=O)N=c2sccn2C)c([N+](=O)[O-])cc1OC do in these assays?
STK33 inh: 0.4

Results for CCOc1ccc(NS(=O)(=O)c2ccc(C(=O)NCC3(N4CCCCC4)CCCCC3)cc2)cc1 ?
STK33 inh: -1.4; OX1R FRET antag: 2.4

How did CC1CN(Cc2cn(C)nc2-c2ccc(Oc3ccccc3)cc2)CCN1C (stereo not drawn) do in these assays?
OX1R FRET antag: 16.9

Results for CCOC(=O)c1ccc(NC2c3ccccc3C(=O)N2c2ccccn2)cc1 (stereo not drawn) ?
STK33 inh: -1.5; OX1R FRET antag: 5.0

Results for C=CCn1nc2ccccc2c1OCCO ?
STK33 inh: -0.9; OX1R FRET antag: 17.5

How did CC1CCN(CC(CS(=O)(=O)c2ccc([N+](=O)[O-])cc2)N2CCC(C)CC2)CC1 (stereo not drawn) do in these assays?
STK33 inh: -1.1; OX1R FRET antag: 29.1

What do the screens show for `COc1ccc(NC(=O)Nc2ccc(C)cc2OC(F)F)cc1OC`?
STK33 inh: -2.2; OX1R FRET antag: 27.3

What do the screens show for `COCCCNC(=O)C1CCC(CNS(=O)(=O)c2ccc(C)cc2)CC1` (stereo not drawn)?
STK33 inh: 0.2; OX1R FRET antag: 4.0

Results for NC(=O)c1ccc(NC(=O)CN2CCN(Cc3ccccc3)CC2)cc1 ?
STK33 inh: -0.7; OX1R FRET antag: 10.8

Results for O=C(O)CN1C(=O)/C(=C\c2cccc(OCc3ccc(Cl)cc3)c2)SC1=S ?
STK33 inh: 2.0; OX1R FRET antag: 4.3

Results for O=C1CC(c2ccccc2)Sc2nc3ccccc3n21 (stereo not drawn) ?
STK33 inh: -2.1; OX1R FRET antag: 5.3

How did C=C(C)CNC(=O)CCc1nnc(C2(c3ccc(Cl)cc3)CCC2)o1 do in these assays?
STK33 inh: -1.4; OX1R FRET antag: 20.7

How did CN(c1ccccc1N(C)S(=O)(=O)c1ccccc1)S(=O)(=O)c1ccccc1 do in these assays?
STK33 inh: -0.4; OX1R FRET antag: 7.1

Results for CC(=O)N1CCN(CC(=O)Nc2ccccc2C(=O)NCc2ccc(C)cc2)CC1 ?
STK33 inh: 0.7; OX1R FRET antag: 18.5

What do the screens show for `Cc1ccc2c(CC(=O)N3CCN(S(=O)(=O)c4ccc5c(c4)OCCO5)CC3)coc2c1`?
STK33 inh: 0.3; OX1R FRET antag: 2.8

How did NNC(=O)CN1C(CN2CCOCC2)=Nc2ccc(Br)cc2C1c1ccccc1 (stereo not drawn) do in these assays?
STK33 inh: 2.5; OX1R FRET antag: 20.5

What do the screens show for `Cc1ccc(C)c(CNS(=O)(=O)c2c(C(=O)N3CCCC3)c(C)n(C)c2C)c1`?
STK33 inh: -0.9; OX1R FRET antag: 5.7

Results for CCOc1ccc(C(=O)NC(C)(C)CC)cc1 ?
STK33 inh: -2.2; OX1R FRET antag: 17.8
